Screens deposited in PubChem by National Center for Advancing Translational Sciences (NCATS).
AmpC inh no detg = AmpC beta-lactamase inhibition without detergent; Potency, µM (series often up to 57.1 µM), inactives show at the top dose activity change, negative = inhibition, hits mostly inhibitors; P00811; AID 485341; AmpC nitrocefin hydrolysis, absorbance 480 nm, 0.0001% Triton; actives 0.52% (n = 330,000);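 note: potency is the fitted concentration of half-maximal effect; plate controls were no compound for no effect and no enzyme for full effect; nearly all actives have a fitted effect of over 20% in size; some results filed as inactive show a strong effect at the top dose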
Target sequence (P00811 whole entry, looked up): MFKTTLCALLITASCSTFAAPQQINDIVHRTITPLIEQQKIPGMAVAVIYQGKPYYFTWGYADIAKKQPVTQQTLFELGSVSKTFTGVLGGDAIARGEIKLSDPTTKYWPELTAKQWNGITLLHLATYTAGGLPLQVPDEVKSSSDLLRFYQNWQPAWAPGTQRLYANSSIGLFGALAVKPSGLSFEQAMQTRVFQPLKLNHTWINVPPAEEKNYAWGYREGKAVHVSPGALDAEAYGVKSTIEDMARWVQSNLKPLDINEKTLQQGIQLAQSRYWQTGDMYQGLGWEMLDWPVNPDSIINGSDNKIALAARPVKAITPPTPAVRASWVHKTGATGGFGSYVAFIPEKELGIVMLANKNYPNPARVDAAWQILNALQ
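20 mM phosphate pH 7.0 + 0.01% (detergent screen) or 0.0001% Triton X-100; 5.3 nM AmpC reagent; cpd preinc 15 min RT; nitrocefin (800 uM stock) to start; A480 q20 s × 4 min; Activity was normalised to no-enzyme and no-compound control wells.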
AMA1 RON2 block = AMA1-RON2 (P. falciparum) interaction inhibition. AlphaScreen AMA1-biotinylated RON2 peptide binding. Potency, µM (doses to about 58.2 µM), for inactives: at the highest dose activity change, negative = inhibition, hits mostly inhibitors. actives 0.2% (n = 360,000);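 note: potency is the fitted concentration of half-maximal effect; 0% = vehicle wells and -100% = peptide control; nearly all actives have a fitted effect of over 45% in size; some results filed as inactive show a strong effect at the top dose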
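AMA1 (3D7) with his tag at 25 nM final met compounds first, then biotinylated RON2 peptide at 25 nM; detection used donor plus acceptor beads, 10 µg/mL apiece, read by AlphaScreen after 30 min at room temperature.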
HCMV antiviral = inhibitors of human cytomegalovirus. HFF cells, HCMV-luciferase reporter, 72 h; active compounds read low. activity change, negative = inhibition, % at 57.5 µM. actives 4.5% (n = 410,000). AID 1259415; in the data active = activity change below about -60%; inconclusive = no clear call, values can overlap the other calls; inactive = above about -39%
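HFF cells seeded 16 h at 37C, treated with compounds, infected with luciferase-reporter HCMV at MOI 1 PFU/cell; luciferase read at 72 h post infection, normalized to buffer-only and Salinomycin controls.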
AmpC detergent = inhibitors of E. coli AmpC beta-lactamase with detergent. AmpC hydrolysis of nitrocefin, absorbance 480 nm, 0.01% Triton. Potency, µM (highest dose often 114 µM), for inactives: at the top dose activity change, negative = inhibition, most hits filed as inhibitors. actives 0.041% (n = 370,000);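 note: potency is the fitted concentration of half-maximal effect; 0% = no-compound wells and -100% = no-enzyme wells; nearly all actives have a fitted effect of over 25% in size; some results filed as inactive show a strong effect at the top dose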
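20 mM phosphate pH 7.0 + 0.01% (detergent screen) or 0.0001% Triton X-100; 5.3 nM AmpC reagent; cpd preinc 15 min RT; nitrocefin (800 uM stock) to start; A480 q20 s × 4 min; Activity was normalised to no-enzyme and no-compound control wells.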
HCV inh = blocks hepatitis C virus; Huh7.5.1 HCVcc-Cre infection, luciferase reporter, 44 h; actives 3.4% (n = 340,000); Potency, µM (top dose mostly 41.8 µM), without a hit: at the top dose activity change, negative = inhibition, hits mostly inhibitors; note: potency is the fitted concentration of half-maximal effect
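Antiviral activity was scored by luciferase reporter output from cells infected with HCVcc-Cre (~0.5 moi) in presence of compound, 44 h infection period, cells seeded 1,000/well 4 h prior.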
LmPK inh = blocks Leishmania mexicana pyruvate kinase activity; Q27686; purified LmPK, Kinase-Glo ATP luminescence, 1 h; Potency, µM (series often up to 57.5 µM), without a hit: at the highest dose activity change, negative = inhibition, most hits filed as inhibitors; actives 0.37% (n = 290,000); AID 1721; note: potency is the fitted concentration of half-maximal effect
Target sequence (Q27686 whole entry, looked up): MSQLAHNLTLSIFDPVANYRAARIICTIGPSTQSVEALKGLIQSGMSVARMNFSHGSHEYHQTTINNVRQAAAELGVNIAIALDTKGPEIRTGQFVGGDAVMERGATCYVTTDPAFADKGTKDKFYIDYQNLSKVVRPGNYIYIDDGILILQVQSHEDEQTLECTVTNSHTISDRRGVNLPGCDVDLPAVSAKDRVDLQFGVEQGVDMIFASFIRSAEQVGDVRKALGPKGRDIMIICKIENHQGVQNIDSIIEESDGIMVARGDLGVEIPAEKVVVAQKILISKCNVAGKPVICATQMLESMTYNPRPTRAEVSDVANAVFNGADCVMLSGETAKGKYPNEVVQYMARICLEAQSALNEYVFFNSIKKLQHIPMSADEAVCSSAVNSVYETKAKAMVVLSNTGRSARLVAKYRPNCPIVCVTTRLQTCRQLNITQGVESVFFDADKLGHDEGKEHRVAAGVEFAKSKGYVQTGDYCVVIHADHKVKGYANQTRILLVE
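Kinase-Glo luminescence read after 1 h RT reaction of 0.1 nM LmPK with 0.5 mM PEP and 0.1 mM ADP. Activity scaled between uninhibited and enzyme-free controls.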
Tb PYK inh = blocks Trypanosoma brucei pyruvate kinase | TbPYK enzyme, Kinase-Glo Plus ATP luminescence, 45 min | AID 624173 | Potency, µM (titrated, usually from 76.8 µM), for the others: at the highest dose activity, negative = inhibition, usual class: inhibitors | Q57TT1 | actives 0.12% (n = 410,000); note: potency is the fitted concentration of half-maximal effect; nearly all actives have a fitted effect of over 50% in size
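Luminescence from Kinase-Glo Plus, added after a 45-minute room-temperature reaction, served as the end-point read-out. The enzyme and substrate were preincubated with compound before ADP (130 uM final) initiated turnover. Concentration-effect curves came from normalized qHTS data.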
* hit, by the source's call; u = inconclusive; x = no result given; & = joins results of further samples; [ ] = dose if it differs, or a comment. Unless noted, calls come from the whole dose curve; as a rule, active = well fitted curve in the direction sought with a large enough effect; inconclusive = small, poorly fitted or top-dose-only effect, or another doubt; inactive = no such curve, though single readings can be large; an effect the other way counts as inactive or inconclusive. Unless noted, % is set by controls: 0 for no effect and ±100 for the full control effect.

entry	compound	AmpC inh no detg	AMA1 RON2 block	HCMV antiviral	AmpC detergent	HCV inh	LmPK inh	Tb PYK inh
1	COC(=O)c1sc2ccccc2c1NC(=O)c1ccc(S(=O)(=O)N2CCCCC2C)cc1 (stereo unspecified)	-27%	0%	u	-13%	-24%	-1%	-6%
2	COc1ccc(-n2nc(C(=O)NCc3ccc(F)cc3)c3c4ccccc4n(C)c3c2=O)cc1	x	x	13	-3%	x	x	-1%
3	Cc1c(CCNC(=O)c2c(F)cccc2F)sc2nc(-c3ccc(F)cc3)nn12	x	x	-14	7%	x	x	-3%
4	O=C(c1noc2c1CCCC2)N1CCc2ccccc2C1	-18%	15%	-3	-8%	-11%	-2%	-1%
5	COc1ccc(-c2noc(N3CCC(C(=O)NCCCN4CCCCC4)CC3)n2)cc1	-6%	-1%	-9	u	u	-5%	-1%
6	O=C(Cn1cc([N+](=O)[O-])cn1)Nc1nccs1	-11%	-5%	-31	-1%	9%	-3%	-1%
7	O=C(Cc1ccccc1)NCC(=O)Nc1ccccc1Br	-17%	-2%	-10	-5%	16%	1%	8%
8	O=C(Nc1ccc2oc(=O)ccc2c1)c1ccc(-c2cccc(Cl)c2)o1	-21%	-4%	-64*	u	10µM*	0%	5%
9	COc1ccc(CNC(=O)c2csnn2)cc1	-11%	7%	-16	1%	2%	-1%	-1%
10	COC(=O)[C@@H]1C[C@@]2(O)[C@@H](O)[C@@H](O)[C@@H](O)C[C@H]2N1C/C=C/c1ccccc1	-12%	7%	24	-1%	16%	0%	5%
11	CCOc1ccc(S(=O)(=O)N=C(c2ccccc2)N2CCOCC2)cc1	-19%	23%	-1	x	18%	x	-6%
12	CC(=O)Nc1ccc(NC(=O)C2CCN(C(=O)c3cccs3)CC2)cc1	1%	-8%	-19	u	17%	-5%	5%
13	O=C1NC[C@H](CCCCN2C[C@H](Cc3ccccc3)N(CCC3CCCCC3)C(=O)C2=O)N(CCc2ccccc2)C1=O	x	9%	-9	x	x	x	-1%
14	CCNC(=O)NC(=O)C(C)Sc1nnc(COc2ccccc2Cl)o1 (stereo unspecified)	-7%	-3%	17	1%	11%	3%	10%
15	N/N=C(/Cc1nc2ccccc2[nH]1)c1ccc([N+](=O)[O-])cc1	-39%	73%[activator]	64	-4%	u	-4%	4%
16	Cc1ccc(CNC(=O)CCC(=O)N2Cc3ccccc3Oc3ncccc32)cc1	x	x	-3	31%[activator]	x	x	1%
17	O=c1c2cc(N3CCOCC3)ccc2[nH]c(=S)n1CCCN1CCCCC1	-9%	11%	-37	-13%	20%	5%	10%
18	CCOC(=O)c1cc(S(=O)(=O)N2CCOCC2)cn1C	0%	4%	-5	-1%	11%	5%	-5%
19	CCOC(=O)c1cc(OC(=O)c2ccc(OC)cc2)n(-c2ccccc2)n1	x	x	51	-2%	x	x	-4%
20	CC(=O)N1N=C(N)SC1c1ccc(Cl)c(Cl)c1 (stereo unspecified)	x	0%	-27	x	x	x	-11%
21	COc1ccc(/C=C(/C#N)C(=O)Nc2ccccc2C)cc1C(=O)O	-14%	-15%	-15	-6%	31%[activator]	-3%	-5%
22	Cc1cc(N)n(-c2ncnc3scc(-c4ccc(Cl)cc4)c23)n1	-16%	0%	-11	-1%	2%	3%	0%
23	Cc1ccccc1Nc1ncnc2c1cnn2Cc1ccccc1	-8%	4%	100	2%	u	2%	-2%
24	COc1ccc(CCCN2CCC(CN3CCNC(=O)C3=O)CC2)cc1OC	x	-19%	31	x	39%[activator]	x	-2%
25	O=C(C1CCN(c2ncnc3c2nc2n3CCCCC2)CC1)N1CCN(c2ccc(F)cc2)CC1	93%[activator]	-11%	-33&-25	4%&-1%	14%	2%	3%&3%
26	COc1cc(NC(=O)[C@@H]2CCCN(S(=O)(=O)c3cccc4cccnc34)C2)cc(OC)c1OC	39%	49%[activator]	-2	-6%	u	x	0%
27	COc1ccc(Cl)cc1NC(=O)c1sc2nc3c(cc2c1N)N1CCC3CC1	x	x	6	5%	x	x	-4%
28	CCN(CC)c1ncnc2c1ncn2[C@H]1CN(Cc2ccncc2)C[C@@H](CO)O1	x	-14%	-8	x	x	x	-8%
29	Cn1nnc(NC(=O)CSc2ccc(Cl)cc2)n1	-10%	14%	16	-4%	6%	4%	1%
30	Cc1ccc(CCNC(=O)c2cc3cc(S(=O)(=O)N4CCCCC4)ccc3n2C)cc1	x	x	-13	7%	x	x	-8%
31	Cc1cccc(CCN(CC(=O)NC2CCCCC2)C(=O)c2csnn2)c1	5%	0%	0	0%	7%	1%	-1%
32	Cc1nn2c(nc(N3CCOCC3)c3ccccc32)c1C=C(C#N)C#N	-1%	14%	19	-7%	-5%	1%	2%
33	CCn1c2ccccc2c2cc(NC(=O)c3ccccc3[N+](=O)[O-])ccc21	-31%	-17%	-30	u	u	0%	-1%
34	Cc1cccc(C(=O)Nc2cccc(OCc3cc(=O)n4cccc(C)c4n3)c2)c1	x	x	-24	27%	x	x	-3%
35	Cn1c(CNc2nc3ccccc3n2CCN2CCCCC2)nc2ccccc21	-36%	16%	51	-8%	u	2%	4%
36	COc1ccc(CSc2ccc(-c3nc4ccccn4c3NCc3ccccc3)cc2OC)cc1	-5%	2%	-65*	u	u	x	3%
37	COc1ccc(-c2c(C(=O)O)c(C(=O)O)c3n2CCC3)cc1	-19%	-6%	37	-3%	16%	-2%	5%
38	COc1cc(OC)c(C(=O)/C=C/c2ccc(OCc3ccccc3)c(OC)c2)c(OC)c1	10%	-15%	u	-6%	u	9%	2%
39	O=C(CN1CCCC1)Nc1nnc(-c2cccs2)s1	-13%	5%	21	-3%	1%	-5%	-9%
40	O=C(NCc1ccncc1)c1cnccn1	-13%	0%	-16	-8%	-2%	4%	0%
41	Cc1ccc2c(COC(=O)CC3Sc4ccccc4NC3=O)cc(=O)oc2c1C (stereo unspecified)	-48%	11%[11.6 µM]	-1	-7%	13%	1%	3%
42	COc1ccc(CCNC(=O)CCCn2nc(C)n3ccnc3c2=O)cc1OC	-16%	4%	6	-14%	9%	-10%	-14%
43	CCN1/C(=C/c2ccc3ccccc3[n+]2CCCS(=O)(=O)[O-])C=Cc2cc(C)ccc21	5%	-10%	-34	0%	21%	-8%	u
44	O=C1CC2c3ccccc3C1C1C(=O)N(CCc3ccccc3)C(=O)C21 (stereo unspecified)	47%	11%	-17	-11%	-3%	2%	-14%
45	CC(=O)NC1C(=O)Nc2c1cccc2C(F)(F)F (stereo unspecified)	-4%	-3%	11	0%	4%	3%	-3%
46	CCN1C(=O)[C@H]2[C@@H](c3ccc(-c4ccc(OC)cc4)cc3)N[C@@](CC(C)C)(C(=O)OC)[C@H]2C1=O	91%[activator]	0%	1	-10%	2%	x	3%
47	COc1ccc(S(=O)(=O)N2CCN(C(=O)c3cc(C)oc3C)CC2)cc1	8%	-1%	-24	-7%	13%	2%	6%
48	CCCn1c(N)[n+](CC(=O)c2ccco2)c2ccccc21	-38%	-3%	-24	2%	-2%	1%	4%
49	O=C(CN1C(=O)NC2(CCCc3ccccc32)C1=O)c1ccccc1F (stereo unspecified)	-14%	18%	34	x	-27%	x	2%
50	CC(=O)N(/N=C/c1ccc(C)cc1)c1nc(CCl)cs1	-15%	24%	14	-4%	8%	1%	-9%
51	CCOC(=O)C(Sc1n[nH]c(N)n1)c1ccccc1 (stereo unspecified)	-1%	-4%	15	-1%	12%	-1%	-1%
52	COc1cc2c(cc1OC)C(C)=NCC2	-7%	0%	0	-5%	-5%	5%	6%
53	CCN1CCN(c2ncnc3scc(-c4ccc(C)cc4)c23)CC1	20%	u	-22	2%	-9%	-7%	-7%
54	Cc1ccc(-n2ncc(C(=O)NCCc3c[nH]c4ccccc34)c2C2CCN(C(=O)OC(C)(C)C)CC2)cc1C	x	x	-29	0%	x	x	7%
55	Cc1ccc(S(=O)(=O)N2[C@@H](c3ccc(Br)cc3)C(C(=O)O)=CC[C@H]2c2ccc3c(c2)OCO3)cc1	-25%	-4%	-4	x	3%	x	-1%
56	COc1cccc(NC(=O)Cn2c(=O)n(CCC(=O)NCCc3ccc(Cl)cc3)c(=O)c3ccccc32)c1	x	x	u	17%	x	x	3%

Entries above that have a furan ring, fused or not (3):
entry	compound	AmpC inh no detg	AMA1 RON2 block	HCMV antiviral	AmpC detergent	HCV inh	LmPK inh	Tb PYK inh
8	O=C(Nc1ccc2oc(=O)ccc2c1)c1ccc(-c2cccc(Cl)c2)o1	-21%	-4%	-64*	u	10µM*	0%	5%
47	COc1ccc(S(=O)(=O)N2CCN(C(=O)c3cc(C)oc3C)CC2)cc1	8%	-1%	-24	-7%	13%	2%	6%
48	CCCn1c(N)[n+](CC(=O)c2ccco2)c2ccccc21	-38%	-3%	-24	2%	-2%	1%	4%

Following part:
entry	compound	AmpC inh no detg	AMA1 RON2 block	HCMV antiviral	AmpC detergent	HCV inh	LmPK inh	Tb PYK inh
57	Cc1csc(=O)n1CC(=O)Nc1ccc(C(C)C)cc1	-20%	0%	2	u	u	x	1%
58	CC(=O)Nc1ccc(S(=O)(=O)NCc2ccncc2)cc1	0%	29%	-12	1%	u	-4%	4%
59	Cc1ccc(NC(=O)N2CCC(c3ccccc3)C2)cc1C (stereo unspecified)	-16%	7%	0&-13	-5%&3%	-10%	-3%	2%&2%
60	CCOC(=O)c1cc(C#N)c(N)nc1C	-3%	-7%	-15	-11%	-26%	-2%	-7%
61	CCCn1nnc2ccccc2c1=O	-12%	-20%	9	u	9%	0%	0%
62	Cc1c(C#N)c2ccccc2n1CC(=O)O	-11%	-16%	5	-4%	20%	4%	4%
63	NNC(=O)CCn1c2ccccc2c2ccccc21	-18%	36%[activator]	-7	5%	7%	4%	1%
64	COc1cccc(NC(=O)Cn2cc(C(=O)c3ccccc3)c3ccccc32)c1	x	x	u	-2%	x	x	0%
65	CCC1CCCCN1CCCNC(=O)c1ccc2c(c1)N(Cc1ccc(Cl)cc1)C(=O)c1ccccc1S2(=O)=O (stereo unspecified)	x	x	-106*	14%	x	x	3%
66	Cc1ccc(-n2nc3c(=O)n(CC(=O)NC4CCCCCC4)nc(C)c3c2C)cc1	-6%	14%	-32	0%	-18%	1%	2%
67	CCc1cc(-c2[nH]ncc2-c2ccc3c(c2)OCO3)c(O)cc1O	-45%	10%	-99*	-12%	u	1%	1%
68	CCc1ccc2nc(N(CCN(C)C)C(=O)c3ccc4ncsc4c3)sc2c1	190%[activator]	u	66	5%	-20%	-6%	-25%
69	Cn1cnnc1SCCC(=O)Nc1ccccc1	0%	5%	30	u	4%	-5%	-2%
